GAA850 FXN act: activators of GAA850 frataxin (FXN) promoter | activation, % at 6 µM | AID 540364 | 0.56% of 360,000 active | HEK293 lucGAA850 FXN promoter luciferase reporter, 24 h; percent of 10 µM SAHA response;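 active = activation above the average of all compounds screened plus 3 SD, cutoff fixed separately per campaign, cut at about 7.5% in these data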;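 note: 0% = DMSO wells and 100% = 10 µM SAHA wells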
NR1D1 modulator: modulates human Rev-erb alpha binding to DNA. AID 1259318. activity, % at 10 µM. Rev-erbα–FITC-DNA binding, fluorescence polarization, 90 min. 0.79% of 370,000 active. P20393;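 active = activity above about 14%, limit read from the data; passing the limit was not always enough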;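 note: 0% = DMSO wells with 35 nM protein and 100% = DMSO wells with 750 nM protein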
Target sequence (P20393 whole entry, looked up): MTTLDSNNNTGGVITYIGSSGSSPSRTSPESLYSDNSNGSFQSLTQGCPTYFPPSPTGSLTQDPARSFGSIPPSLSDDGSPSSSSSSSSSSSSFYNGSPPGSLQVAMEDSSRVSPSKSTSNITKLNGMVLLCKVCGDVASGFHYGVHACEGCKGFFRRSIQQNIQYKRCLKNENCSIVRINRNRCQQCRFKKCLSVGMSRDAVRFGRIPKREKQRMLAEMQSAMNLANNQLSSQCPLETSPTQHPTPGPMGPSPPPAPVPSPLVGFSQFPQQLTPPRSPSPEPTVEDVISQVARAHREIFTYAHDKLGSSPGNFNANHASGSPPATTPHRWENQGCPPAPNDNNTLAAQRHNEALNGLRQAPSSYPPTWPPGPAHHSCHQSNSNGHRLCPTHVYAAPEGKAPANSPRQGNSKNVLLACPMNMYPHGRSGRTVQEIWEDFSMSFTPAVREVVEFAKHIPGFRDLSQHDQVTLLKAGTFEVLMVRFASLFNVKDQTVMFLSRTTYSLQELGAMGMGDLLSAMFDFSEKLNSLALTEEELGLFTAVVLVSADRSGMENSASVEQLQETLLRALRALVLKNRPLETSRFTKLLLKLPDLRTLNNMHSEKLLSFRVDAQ
PLCb3 inh: PLC-beta3 (human) inhibition, primary screen; inhibition, % at 12.2 µM; Q01970; 0.18% of 370,000 active; Purified PLC-beta3, fluorogenic substrate, fluorescence; in the data active = inhibition above about 11%;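 note: 0% = median of compound wells on plate and 100% = full blocker control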
DAX1 inh-1: inhibitors of DAX1 repression of SF-1 activated StAR promoter | HEK293T StAR-luciferase reporter, SF-1/DAX-1 repression relief | AID 652010 | inhibition, % at 6.8 µM | 1.1% of 370,000 active;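 active = inhibition above the mean over all tested compounds plus 3 SD, cut at about 3.6% in these data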;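 note: 0% = DAX-1 cells with DMSO and 100% = cells lacking DAX-1 with DMSO; higher inhibition means more luminescence from relief of DAX-1 repression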
SMARCA2 activ: SMARCA2 function activation, primary screen | MG213 cells, MMTV-luciferase reporter, dexamethasone, overnight | activation, % at 9.1 µM | 1% of 370,000 active | AID 652017; in the data active = activation above about 7.8%;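 note: 0% = vehicle wells and 100% = reference activator wells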
ssDAF12 agonist: activators of S. stercoralis DAF-12 nuclear receptor; 1% of 370,000 active; HEK293 ssDAF-12/GRIP1 lit1-tk-luc reporter, luminescence; % of 3 µM dafachronic acid response; activation, % at 6.8 µM; AID 652126;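 active = activation above the mean over all tested compounds plus 3 SD, cut at about 0.9% in these data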;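 note: 0% = DMSO-only wells and 100% = 3 µM delta7-dafachronic acid wells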
hcDAF-12 act: activates DAF-12 receptor from parasite H. contortus | 1.4% of 370,000 active | AID 652067 | HEK293 hcDAF-12 lit1-tk-luc reporter, luminescence; 0% DMSO, 100% Δ7-dafachronic acid | activation, % at 6.8 µM;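 active = activation above the mean of all tested compounds plus 3 SD, cut at about 5.5% in these data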;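 note: 100% = response to 3 µM Δ7-dafachronic acid high control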
hgDAF12 agonist: agonists of H. glycines DAF-12 nuclear receptor; 1.8% of 370,000 active; activation, % at 6.8 µM; HEK293 GAL4-hgDAF12 UAS-luciferase reporter, agonist luminescence; normalized to butyrate control;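 active = activation above a cutoff set at the mean of all screened compounds plus 3 SD, cut at about 10% in these data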;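 note: 0% = DMSO wells and 100% = sodium butyrate wells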
sPLA2-III inh: Inhibits HGIII-sPLA2 liposome hydrolysis, primary screen. Q9NZ20. QFRET BODIPY PC-A2 liposome hydrolysis, fluorescence. inhibition, % at 12.2 µM. 0.56% of 370,000 active;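 active = inhibition above mean plus 3 SD of compounds lying within the high and low control bounds, cut at about 19% in these data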;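 note: 0% = median of test compound wells and 100% = no enzyme DMSO wells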
DAX1 inh-2: inhibits human nuclear receptor DAX1; P51843; HEK293 Gal4-DAX1 luciferase reporter, luminescence; inhibition, % at 6.75 µM; 0.99% of 340,000 active; AID 504766;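 active = inhibition above the mean over all tested compounds plus 3 SD, cut at about 4.2% in these data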;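 note: 0% = DAX1-transfected cells with DMSO and 100% = empty-vector control cells with DMSO; inhibition shows as a rise in luminescence from relieved DAX1 repression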
Target sequence (P51843 207-470 limits assumed): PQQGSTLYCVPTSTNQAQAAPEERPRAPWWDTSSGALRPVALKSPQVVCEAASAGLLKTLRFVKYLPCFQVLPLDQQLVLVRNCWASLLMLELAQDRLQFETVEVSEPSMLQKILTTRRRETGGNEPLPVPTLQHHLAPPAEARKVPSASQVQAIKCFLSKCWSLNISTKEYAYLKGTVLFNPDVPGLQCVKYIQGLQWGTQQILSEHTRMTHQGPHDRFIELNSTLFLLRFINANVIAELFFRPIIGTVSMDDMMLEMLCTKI
PG9 Ab binder: binds the HIV-1 gp120 antibody PG9. TR-FRET gp120-PG9 antibody binding. inhibition, % at 6.7 µM. 0.43% of 360,000 active; in the data active = inhibition above about 8.5%
* = called active by the depositor; i = inactive; nt = no result given.

compound,GAA850 FXN act,NR1D1 modulator,PLCb3 inh,DAX1 inh-1,SMARCA2 activ,ssDAF12 agonist,hcDAF-12 act,hgDAF12 agonist,sPLA2-III inh,DAX1 inh-2,PG9 Ab binder
COc1ccc(OC)c(S(=O)(=O)N2CCC(NC(=O)c3ccccc3)CC2)c1,2.0,-1,-5,-0.4,-1,-1.2,-2.1,3.0,-1,-0.2,2.0
COc1ccccc1CN1CC(C(=O)NCCc2ccc(Cl)cc2)CC1=O (centres undefined),-1.1,1,-3,-0.3,0,-1.4,-0.9,3.1,-4,0.3,-0.3
CCc1nc2c(cnn2-c2ccc(F)cc2)c(=O)n1-c1ccc(N2CCC(C)CC2)cc1,-1.1,-2,-5,-1.1,-3,-0.8,-1.3,0.7,8,0.5,0.1
O=C(CC(=O)Nc1ccc(F)cc1F)Nc1ccc(F)cc1F,-1.1,10,8,0.8,-4,-1.4,0.4,-0.6,-64,2.5,-2.2
COC(=O)C1=C[C@@H](C(=O)OC)C2C3=C(C(=O)C24CCCCC4)[C@H](C)n2c(=O)n(-c4ccccc4)c(=O)n2[C@@H]3C1 (some centres undefined),-0.4,0,0,0.0,1,-0.7,-0.7,0.6,2,0.6,0.4
COc1ccc(NC(=O)COc2ccccc2C#N)c(S(=O)(=O)N2CCCCC2)c1,-0.4,-6,-1,-0.2,-1,-1.6,-3.2,-0.7,-20,-1.4,2.1
CC(Cc1cccnc1)NC(=O)c1cc(COc2ccc(F)cc2F)on1 (centres undefined),-1.8,3,-4,-1.7,1,-0.9,-1.6,-2.3,0,-0.5,-2.3
O=C(/C=C\c1ccccc1)Oc1cccc2cccnc12,0.7,1,0,-0.1,-1,-1.0,0.6,3.1,5,0.1,-1.3
O=C(Nc1ccccc1)C1=C(c2ccccc2)S(=O)(=O)CCS1(=O)=O,-14,-1,1,-5.3,-10,-1.4,-1.9,-7.5,-4,-8.1,0.4
N#CCCN(Cc1ccccc1)C(=O)c1cccs1,-0.4,2,-2,0.3,-2,-1.8,-1.5,-2.8,-1,1.0,-1.6
Cc1ccnc(NS(=O)(=O)c2ccc(Oc3ccccc3)cc2)c1,1.0,-1,-10,-1.3,-6,-1.8,-1.9,-0.9,-11,0.5,1.2
COC(=O)c1ccc(OCC(O)CN2CCN(CC(O)COc3ccc(C(=O)OC)cc3)CC2)cc1 (centres undefined),0.2,1,-1,-0.1,0,-1.5,-0.5,-0.1,1,0.0,-1.7
O=C(COc1ccc(S(=O)(=O)N2CCCC2)cc1)Nc1ccc(F)cc1,0.9,-3,-6,-0.4,1,-0.3,-1.0,1.0,0,-0.9,1.7
Cc1cc(C)n(CC(=O)c2cccc([N+](=O)[O-])c2)n1,1.6,-4,-6,0.7,-2,-1.8,-0.3,-3.0,3,0.1,-0.2
Cc1nc(SCC(=O)Nc2ccc3[nH]c(=O)[nH]c3c2)nc(C)c1C,-0.3,-5,1,0.2,5,-0.9,-0.5,7.2,-1,-0.8,0.6
CCCc1oc(C(=O)O)cc1CN,4.0,-5,-2,-0.1,-2,-1.2,2.5,1.6,4,-0.3,0.1
Oc1ccc(Br)cc1-c1nc2cnccn2c1NC1CCCC1,-3.4,-1,i,0.0,-2,-1.6,-2.3,6.7,2,-1.1,-2.2
N#CNC(=Nc1cccc(F)c1)SCc1cccc(F)c1,1.2,4,2,-0.8,-3,-1.6,-2.4,-2.5,-30,-2.4,-0.8
CC1(c2nnnn2-c2ccc3c(c2)OCCO3)CCC(=O)N1C1CCN(Cc2ccccc2)CC1 (centres undefined),nt,6,-3,-4.5,-7,-2.1,-3.1,-8.3,1,nt,-0.3
Cc1nn(C)c2ncc(C(N)=O)c(Oc3cccnc3)c12,2.2,4,-13,0.5,1,-1.8,0.8,-0.6,2,-0.4,-0.1
Cc1cccc(C)c1Nc1nnc(SCC(=O)Nc2sccc2C#N)s1,0.4,3,-11,-0.3,-1,-0.8,2.3,2.8,-24,-0.8,-4.6
O=C(O)/C=C/c1ccc(S(=O)(=O)N2CCN(CCN3C(=O)C4C5C=CC(C5)C4C3=O)CC2)cc1 (centres undefined),1.4,2,0,-0.1,1,-1.1,0.1,1.8,3,3.6,-1.4
Cc1ccc(C)c(NC(=O)CN(C)C(=O)c2cccc(S(=O)(=O)N(C)C)c2)c1,-0.9,-4,3,0.8,2,-0.6,-0.4,-1.1,1,0.2,-0.3
Cc1ccc(SCC(=O)Nc2cc(S(=O)(=O)N3CCCCC3)ccc2C)cc1,1.4,3,7,-0.5,4,-0.1,-1.6,-1.4,-13,0.4,0.8
CC1CCCN(C(=S)SCC(=O)c2cc(Br)cc(Br)c2O)C1 (centres undefined),2.0,-7,-11,-0.6,4,0.0,0.5,-1.0,7,0.2,-0.5
Cc1cc(C)cc(NS(=O)(=O)c2cc(Br)cnc2N)c1,-0.1,-6,-7,-0.4,-1,-1.1,0.1,-2.6,-22,-0.2,-0.1
Cc1ccccc1NC(=O)CCS(=O)(=O)c1ccc(Br)cc1,-1.6,-5,-2,-0.1,-2,-1.5,-1.6,-1.4,1,0.5,-1.4
COc1ccc(N2CCN(C(=O)C(=O)c3cn(CC(=O)N4CCCCCC4)c4ccccc34)CC2)cc1,-1.1,0,-9,-0.6,-1,-1.7,-2.3,-2.4,-4,0.9,-0.7
CC(O/N=C/c1ccccc1OC(F)F)C(=O)Nc1cccc(S(=O)(=O)N2CCOCC2)c1 (centres undefined),3.2,0,-1,-0.4,-3,-1.8,-3.3,0.5,-33,-1.2,-1.8
CCCN(Cc1nnc(-c2cccs2)o1)C(=O)c1cc(S(=O)(=O)N2CCOCC2)ccc1C,0.7,-4,-5,-1.3,1,-0.8,-0.3,5.0,-6,0.7,-1.2
CN(Cc1cccs1)C(=O)c1cc(S(=O)(=O)N2CCOCC2)ccc1N1CCCC1,3.3,3,-11,-0.3,-3,-1.3,0.4,-0.3,9,0.0,-2.0
CSc1nc2ccc(Cl)cc2[nH]1,0.7,0,-2,0.0,-2,-1.3,-1.3,1.5,9,0.4,-1.9
CN1C2CCC1CC(N(CCc1ccccc1)C(=O)c1ccc(Cl)cc1)C2 (centres undefined),-0.7,1,-4,0.2,1,-0.8,-1.8,0.0,-3,2.5,-0.2
COc1cccc(OCC(C)CN2CCC(C(O)(c3ccccc3)c3ccccc3)CC2)c1 (centres undefined),nt,11,2,-0.5,-5,-0.2,1.4,0.8,-17,nt,nt
CC(C)CCNC(=O)NC(=O)CSc1nnc(COc2ccccc2Cl)o1,0.9,0,2,0.5,-3,-0.7,-1.0,-0.5,-32,-0.2,1.5
COc1cc(C2c3[nH]c4ccccc4c3CC3COC(=O)N32)cc(OC)c1O (centres undefined),-0.4,-2,-1,-1.9,2,-0.3,0.4,-1.2,-15,-0.5,-2.9
Cc1ccc(S(=O)(=O)N2C3CCCCC3O[C@H]2CC(=O)OCc2ccccc2)cc1 (some centres undefined),nt,5,-1,-0.3,-5,-1.2,-1.9,-0.6,-4,nt,1.1
O=C1[C@@H]2C(c3cccnc3)=NO[C@@H]2C(=O)N1c1ccc(Cl)cc1Cl,-1.2,-4,-3,-0.4,0,-0.8,0.8,0.6,-6,1.3,-2.1
COC(=O)C(CCCCNC(=O)c1ccc([N+](=O)[O-])cc1)NC(=O)c1ccc([N+](=O)[O-])cc1 (centres undefined),-1.4,2,3,0.0,-4,-0.2,-0.3,1.0,-2,0.1,-3.7
O=C(CC1CC2CCC1C2)Nc1nc(-c2ccccn2)cs1 (centres undefined),1.4,-6,-13,0.2,-1,-1.1,6.3*,8.1,8,0.3,-0.3
CCN(CC)CCCN(Cc1cc2cc3c(cc2[nH]c1=O)OCO3)C(=S)NCCOC,-1.9,-3,-66,0.2,-2,-1.9,0.5,-1.3,12,0.1,1.6
O=C(NCc1ccccc1)C1=C[C@@H](c2ccc(C(F)(F)F)cc2)C[C@@H](OCCCCO)O1,1.7,0,-7,-0.3,0,-0.2,-2.2,-1.2,-6,-0.8,-1.4
CS(=O)(=O)c1ccc(Cl)c(NC(=O)C2CC(=O)N(Cc3ccccc3)C2)c1 (centres undefined),-1.7,6,2,0.2,-2,-0.8,-3.0,-1.9,-2,0.5,-2.0
Cc1ccc(NC(=O)CSc2ncn(-c3ccccc3)n2)cc1C,0.7,4,-5,-0.1,3,-1.4,0.6,-2.1,-10,0.8,-1.4

Laid out differently: results already given
The line under a structure holds: GAA850 FXN act, NR1D1 modulator, PLCb3 inh, DAX1 inh-1, SMARCA2 activ, ssDAF12 agonist, hcDAF-12 act, hgDAF12 agonist, sPLA2-III inh, DAX1 inh-2, PG9 Ab binder
Cc1cc(C)cc(NS(=O)(=O)c2cc(Br)cnc2N)c1
    -0.1, -6, -7, -0.4, -1, -1.1, 0.1, -2.6, -22, -0.2, -0.1
Cc1ccccc1NC(=O)CCS(=O)(=O)c1ccc(Br)cc1
    -1.6, -5, -2, -0.1, -2, -1.5, -1.6, -1.4, 1, 0.5, -1.4
COc1ccc(N2CCN(C(=O)C(=O)c3cn(CC(=O)N4CCCCCC4)c4ccccc34)CC2)cc1
    -1.1, 0, -9, -0.6, -1, -1.7, -2.3, -2.4, -4, 0.9, -0.7
CC(O/N=C/c1ccccc1OC(F)F)C(=O)Nc1cccc(S(=O)(=O)N2CCOCC2)c1 (centres undefined)
    3.2, 0, -1, -0.4, -3, -1.8, -3.3, 0.5, -33, -1.2, -1.8
